PLC-gamma1 inh – blocks human PLC-gamma1 enzyme activity; purified PLC-gamma1, fluorogenic substrate, fluorescence; inhibition, % at 12.2 µM; actives 0.84% (n = 370,000); in the data active = inhibition above about 9.5%
ASAP1 GAP inh – inhibitors of human ASAP1 ArfGAP activity | Q9ULH1 | inhibition, % at 16.5 µM | actives 0.19% (n = 360,000) | ASAP1-stimulated ARF1 GTP hydrolysis, GDP FP detection; in the data active = inhibition above about 25%;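 also: 0% = vehicle with enzyme and substrate and 100% = no enzyme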
UHRF1 MBD2 ctr – human UHRF1 methylated DNA binding inhibitors. Q96T88. UHRF1 binding to methylated oligo, TR-FRET. inhibition, % at 4.4 µM. actives 0.75% (n = 370,000); in the data active = inhibition above about 21%;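 also: UHRF1 SRA domain binding a hemimethylated CpG hairpin DNA probe; 0% = median of test compound wells and 100% = reference inhibitor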
Tn6 DDE FP – inhibitors of Tn6 peptide binding to human fibrin DD(E); Fibrin DD(E) TRITC-Tn6 fluorescence polarization displacement; P02675; inhibition, % at 8.3 µM; actives 0.21% (n = 370,000); AID 720509;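 active = inhibition above a per-campaign cutoff: mean of compounds within control limits plus 3 SD, cut at about 15% in these data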;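 also: 0% = median of all compound wells on the plate and 100% = blocking peptide control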
ARFGAP1 inhibitor – rat ARFGAP1 inhibition; Q62848; Arfgap1-stimulated ARF1 GTP hydrolysis, GDP FP detection; inhibition, % at 16.5 µM; actives 0.26% (n = 360,000); AID 651572;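 active = inhibition above a per-plate limit, mean inhibition of low control wells plus 3 SD, cut at about 25% in these data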;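 also: 0% = DMSO wells with enzyme and 100% = wells lacking Arfgap1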
Target sequence (Q62848 1-136 limits assumed): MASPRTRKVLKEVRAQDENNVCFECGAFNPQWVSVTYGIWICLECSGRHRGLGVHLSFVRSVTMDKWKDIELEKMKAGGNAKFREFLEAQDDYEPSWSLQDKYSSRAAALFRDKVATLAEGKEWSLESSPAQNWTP
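system = rat Arfgap1 catalytic domain, aa 1-136 | technique = FP, GDP Alexa 633 tracer displaced from anti-GDP antibody, 620/688 nm | compound = one concentration, 16.5 µM, DMSO 1.26% | medium = HEPES-based buffer, pH 7.5 | timing = compound-enzyme preincubation 20 min, reaction 120 min, detection 60 min, 25 °C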
PLCb3 inh – inhibitors of human phospholipase C beta3; Q01970; Purified PLC-beta3, fluorogenic substrate, fluorescence; inhibition, % at 12.2 µM; actives 0.18% (n = 370,000); AID 720704; in the data active = inhibition above about 11%;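 also: 0% = median of compound wells on plate and 100% = full blocker control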
KLK7 zymogen act – activates the human kallikrein-7 zymogen. activation, % at 7 µM. purified proKLK7, EDANS-DABCYL substrate fluorescence; 100% is mature enzyme control, 0% vehicle. P49862. actives 0.9% (n = 370,000). AID 652039;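 active = activation above the mean of all tested compounds plus 3 SD, computed per campaign excluding outliers beyond control limits, cut at about 13% in these data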
Target sequence (P49862 whole entry, looked up): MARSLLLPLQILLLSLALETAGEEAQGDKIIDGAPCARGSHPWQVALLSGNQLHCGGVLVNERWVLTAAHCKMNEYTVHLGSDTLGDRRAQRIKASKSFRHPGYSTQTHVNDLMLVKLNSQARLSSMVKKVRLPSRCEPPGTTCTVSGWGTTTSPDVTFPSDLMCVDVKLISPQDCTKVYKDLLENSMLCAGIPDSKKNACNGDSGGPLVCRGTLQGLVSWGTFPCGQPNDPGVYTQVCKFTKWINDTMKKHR
NR1D1 modulator – modulates human Rev-erb alpha binding to DNA. P20393. actives 0.79% (n = 370,000). Rev-erbα–FITC-DNA binding, fluorescence polarization, 90 min. activity, % at 10 µM;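 active = activity above about 14%, limit read from the data; passing the limit was not always enough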;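 also: 0% = DMSO wells with 35 nM protein and 100% = DMSO wells with 750 nM protein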
sPLA2-III inh – Blocks human group III sPLA2 activity; Q9NZ20; QFRET BODIPY PC-A2 liposome hydrolysis, fluorescence; inhibition, % at 12.2 µM; actives 0.56% (n = 370,000);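 active = inhibition above mean plus 3 SD of compounds lying within the high and low control bounds, cut at about 19% in these data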;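 also: 0% = median of test compound wells and 100% = no enzyme DMSO wells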
Target sequence (Q9NZ20 whole entry, looked up): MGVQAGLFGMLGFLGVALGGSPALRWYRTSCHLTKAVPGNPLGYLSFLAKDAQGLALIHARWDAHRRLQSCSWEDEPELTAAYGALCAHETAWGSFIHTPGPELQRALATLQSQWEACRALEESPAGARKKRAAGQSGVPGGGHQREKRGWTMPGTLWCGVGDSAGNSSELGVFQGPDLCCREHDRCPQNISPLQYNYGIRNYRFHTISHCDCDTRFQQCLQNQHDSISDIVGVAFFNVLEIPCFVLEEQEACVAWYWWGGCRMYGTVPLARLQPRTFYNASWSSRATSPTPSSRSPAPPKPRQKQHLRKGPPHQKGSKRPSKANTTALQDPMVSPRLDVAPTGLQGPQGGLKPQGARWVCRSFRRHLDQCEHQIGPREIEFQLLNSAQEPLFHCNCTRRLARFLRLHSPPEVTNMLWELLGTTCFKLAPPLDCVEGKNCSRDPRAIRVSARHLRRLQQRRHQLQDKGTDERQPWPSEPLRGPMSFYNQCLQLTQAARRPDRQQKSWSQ
DDE Tn7 FP inh – inhibitors of Tn7 peptide binding to human fibrin DD(E). P02675. FP displacement of FITC-Tn7 peptide from fibrin DD(E); 0% = median of compound wells per plate. inhibition, % at 8.3 µM. actives 0.13% (n = 370,000);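 active = inhibition above the mean of compounds falling within the control limits plus 3 SD of them, cut at about 14% in these data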;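 also: 0% = plate median of compound wells and 100% = 10 µM Aha-Tn7 peptide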
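system = human fibrin DD(E) protein | quantity = DD(E) 2 µM final | medium = Tris/NaCl/CaCl2 buffer, pH 7.8 | also added = labelled Tn7 tracer, 0.1 µM | compound dosing = single point at 8.3 µM | timing = compound with protein 10 min, then 3 h after probe, room temperature | signal = FP measurement | benchmarks = Aha-Tn7 high control | repeats = one replicate per compound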
The depositor's hits bear a star; i = inactive; · = no result given.

The line under a structure holds: PLC-gamma1 inh, ASAP1 GAP inh, UHRF1 MBD2 ctr, Tn6 DDE FP, ARFGAP1 inhibitor, PLCb3 inh, KLK7 zymogen act, NR1D1 modulator, sPLA2-III inh, DDE Tn7 FP inh
CCCCn1nnnc1SCC(=O)NCc1ccccc1
    1, -14, 0, -4, -9, 1, 0.3, -1, -2, 1
CCOc1ccc(N2C(=O)CC(N3CCC(O)(c4ccc(Br)cc4)CC3)C2=O)cc1 (stereo unspecified)
    8, -5, 4, 3, -3, 3, 0.3, 5, -3, 0
CC/C(=N\NC(=O)c1c(-c2ccccc2)noc1C)c1ccc(C)o1
    2, 0, -2, 7, -15, 3, 0.0, -1, -3, -2
O=C(CCCn1c(=O)[nH]c2cc(Cl)ccc2c1=O)NCCN1CCN(c2ccccc2)CC1
    1, -10, -2, 12, -4, -6, 0.3, 1, 2, 3
Cc1ccc(S(=O)(=O)N2CCC(c3nc4ccccc4o3)CC2)s1
    7, ·, 2, -5, ·, 4, 0.0, -6, -1, -8
Cc1ccc(Nc2ccc(C(=O)NCCc3ccccc3)cn2)cc1
    -52, 5, -1, 6, -2, -69, -0.5, -5, -7, -1
CC1=CC(C)(C)Nc2ccc(OC(=O)CN3C(=O)c4cccc5cccc(c45)C3=O)cc21
    -35, 7, -6, -1, -20, -48, -0.7, -2, -9, -2
O=S(=O)(c1ccc(F)c(F)c1)N1CCCCCCC1
    5, -5, -1, 9, -1, -3, 0.4, -6, 6, 5
O=S(=O)(c1ccc2ccccc2c1)n1cccn1
    -4, 10, 1, 0, -10, -8, -0.4, 2, 9, 4
CCOc1ccc(C(=O)NC(=S)Nc2ccc(NC(=O)CC)cc2)cc1[N+](=O)[O-]
    -2, 14, 2, 5, 14, 3, 0.0, -4, 5, 4
CCO[C@@H]1OC(C(=O)N2CCN(C)CC2)=C[C@H](C2CCCCC2)[C@H]1CCCO
    -4, 0, -2, 1, 3, 0, -0.2, -3, 8, 7
O=[N+]([O-])c1ccccc1C=CC=NN=Cc1ccccc1O
    4, -3, -1, -15, -5, -6, 0.7, -2, 6, -1
COC(=O)C1CCN(S(=O)(=O)c2ccc(OC)cc2)CC1
    2, -9, -3, 1, 5, 0, 0.1, 3, -2, 4
O=C(NCCCN1CCCC1=O)c1ccc2c(c1)NC(=O)c1ccccc1S2
    8, 10, 0, -7, -3, -2, 0.4, 0, 9, 3
CC(C)NCC(O)Cn1c2c(c3ccccc31)CCc1c-2cnn1-c1ccccc1 (stereo unspecified)
    i, 6, -4, -14, 8, i, -26, 2, 21*, 6
O=C(CNS(=O)(=O)c1ccccc1)OCC(=O)c1cccc([N+](=O)[O-])c1
    2, -18, -4, -5, -7, 2, 0.0, -7, 2, 0
O=C(O)C1CCC(CNS(=O)(=O)c2ccc(Br)cc2)CC1 (stereo unspecified)
    2, 4, -2, -4, 0, -1, -0.1, 10, -1, 2
C#CCNC(=O)C1=C[C@@H](C(C)(C)C)C[C@@H](OCc2ccc(CO)cc2)O1
    -1, -2, 0, -3, 3, 1, -0.2, -2, -2, -3
CCNC(=O)c1cc(S(=O)(=O)N2CCSCC2)ccc1OC
    0, -9, -2, 3, 13, -1, 0.0, -3, 3, 4
CN1OC[C@@H]2CN3C(=NCCc4ccccc4)Sc4ccccc4[C@@H]3C[C@@H]21
    2, -4, -1, 8, 14, 4, 1.3, 0, -5, -1
COC(=O)C(Cc1ccccc1)NC(=O)CCC(=O)NC(C)CCc1ccccc1 (stereo unspecified)
    1, 0, -1, 0, 12, -6, -0.4, -2, 3, -5
COc1ccc(C)cc1S(=O)(=O)NCCN1CCOCC1
    2, -9, 3, -3, -2, -6, 0.3, 6, 15, 5
Cc1cc(C)c(-c2cc(C(=O)Nc3cc(C)ccc3C)[nH]n2)c(O)c1
    1, -7, -1, -12, 4, 1, -0.1, 6, -7, -6
Cc1ccc(CNC(=O)CCCNC(=O)c2ccc(Cl)cc2)n1C
    -16, -10, -2, -2, 5, -14, 0.1, 5, -11, 4
O=C(Nc1nc2c(F)cc(F)cc2s1)C1CC(=O)N(Cc2ccco2)C1 (stereo unspecified)
    3, 8, 7, -3, 8, -7, -0.1, -1, 7, 4
CCOc1ccc(NC(=O)Nc2ccc(NC(C)=O)cc2)cc1
    -1, 1, 0, 6, 5, -1, 0.0, -2, 0, -2
Cc1c(C(=O)NCCN(C)C)n(C)c(=O)c2ccccc12
    -1, -12, -4, -1, -7, -1, 0.6, -7, -5, 6
CC(C)(C)CNC(=O)C1(C)CCN1C(=O)C1(c2ccccc2)CC1 (stereo unspecified)
    -2, 6, 3, -8, 10, 0, -0.3, 1, 6, 4
Cc1cc(C)cc(NC(=O)CC2Oc3ccc(C)cc3NC2=O)c1 (stereo unspecified)
    1, 2, 6, -8, 5, -7, 0.6, -1, 13, 1
COc1ccc(CC(=O)Nc2cccc(-c3ccc4nnc(C)n4n3)c2)cc1OC
    -3, -9, 4, 11, 10, 0, 0.1, -3, 0, 3

Five of the entries above in order of their number in sPLA2-III inh, largest number first:
smiles,sPLA2-III inh
Cc1cc(C)cc(NC(=O)CC2Oc3ccc(C)cc3NC2=O)c1 (stereo unspecified),13
O=C(NCCCN1CCCC1=O)c1ccc2c(c1)NC(=O)c1ccccc1S2,9
CCO[C@@H]1OC(C(=O)N2CCN(C)CC2)=C[C@H](C2CCCCC2)[C@H]1CCCO,8
CCCCn1nnnc1SCC(=O)NCc1ccccc1,-2
Cc1ccc(CNC(=O)CCCNC(=O)c2ccc(Cl)cc2)n1C,-11

More entries:
The line under a structure holds: PLC-gamma1 inh, ASAP1 GAP inh, UHRF1 MBD2 ctr, Tn6 DDE FP, ARFGAP1 inhibitor, PLCb3 inh, KLK7 zymogen act, NR1D1 modulator, sPLA2-III inh, DDE Tn7 FP inh
COC(=O)CNC(c1ccccc1)c1cc(C)ccc1NS(=O)(=O)c1ccc(C)cc1 (stereo unspecified)
    0, 6, -3, -5, 7, 5, 0.1, 7, -16, -6
O=C(COc1ccc(Br)cc1)NCCCNC(=O)c1cccnc1
    1, -2, 2, 1, 9, -7, 0.1, 2, 12, -3
COCCN(C(=S)Nc1cccc(C)c1C)C(C)c1ccco1 (stereo unspecified)
    5, -3, 0, -5, 6, -2, 0.5, 7, 0, -4
COc1ccc2[nH]c(=O)c(CN(Cc3cccnc3)S(=O)(=O)c3ccccc3F)cc2c1
    -39, 12, -1, 0, 7, -67, -1.0, -2, -6, -4
O=S(=O)(NCCCCCNS(=O)(=O)c1ccccc1)c1ccccc1
    -1, -14, 6, 2, -14, 0, 0.0, 0, -18, -3
O=C(CCN1CCN(CCO)CC1)Nc1ccc(Br)cc1
    -2, 2, -3, 5, 12, 4, -0.3, 1, 1, 9
COc1ccc(-c2ccc(-c3nnn(CC(C)=O)n3)cc2)cc1
    -2, -14, 3, 3, 4, -2, -0.1, -4, -27, 9
CCN1CCN(C(=O)c2cc3ccc(OC)cc3[nH]2)CC1
    1, -4, -1, 7, -4, -9, 0.0, -3, 1, -4
CC(=O)c1ccc(N=C2SCCCN2C(=O)C2CCCC2)cc1
    1, -7, -1, 8, 2, -1, 0.8, 2, 0, 3
CCC(=O)NCCc1nc2cc(NC(=O)c3ccc(F)cc3)ccc2n1C
    0, 11, -1, 4, -2, -5, -0.8, 5, 7, -8
Cc1ccc(NC(=S)NCC(C)CSc2ccc(Cl)cc2)cc1 (stereo unspecified)
    2, 7, 0, 3, 7, -5, -0.1, 4, -4, -2
COc1ccccc1N1CCN(S(=O)(=O)CCNC(=O)c2cccs2)CC1
    3, -13, 2, 11, -1, 0, -0.8, 0, 12, 6
O=C(c1ccc2c(c1)OCO2)C1CCCN(C(=O)Nc2ccc(F)cc2F)C1 (stereo unspecified)
    -4, 4, 0, 11, 0, -12, 0.1, 1, 3, 7
Cc1cc(C)n2nc(C(=O)OCC(=O)N(C)Cc3ccccc3)nc2n1
    -1, -5, 2, -5, -11, -8, 0.8, -2, 9, 3
CCOC(=O)C(C(=O)Nc1ccccc1)C1CCCCC1 (stereo unspecified)
    -1, -8, -2, -2, 4, 2, -0.9, -5, -5, 3
Cn1c(NC(=O)c2ccc(F)cc2)c(-c2cccs2)c(=O)c2ccccc21
    -1, -3, 2, 0, 3, -9, 0.1, -4, 2, 0
CCCS(=O)(=O)N1CCC(C(=O)NCCCN(CC)c2cccc(C)c2)CC1
    1, -1, 3, -6, 6, 3, 0.1, -2, 7, -5
CC1CCCCC1NC(=O)CN1C(=O)NC(Cc2ccccc2)(Cc2ccccc2)C1=O (stereo unspecified)
    -2, -1, -1, -1, 1, -3, 0.3, -1, 0, 4
CN(C)CCNS(=O)(=O)c1ccc(N2CCN(c3ccc(F)cc3)CC2)c([N+](=O)[O-])c1
    1, 0, -11, 0, 1, 4, 0.1, 12, -16, 9
COCCCn1cnc2c(c1=O)c1nc3ccccc3nc1n2CCc1ccccc1
    -22, 9, -1, -11, 5, -27, -4.0, 1, -2, 0
Cn1cccc1Cc1nnc(SCC(=O)Nc2ccccc2)n1-c1ccc(F)cc1
    -7, 11, -3, -6, 4, -10, 0.7, -9, -28, -12
COc1ccc(N2CCN(C(=O)CSc3nnc4c(C)cc5ccccc5n34)CC2)cc1
    7, 2, -5, 1, 6, 6, -0.6, -6, -8, 1
Cc1ccc(NC(=O)CS(=O)CC(=O)N2CCN(c3ccccc3)CC2)cc1 (stereo unspecified)
    2, -4, 0, -8, -3, 0, 0.2, 0, 2, -4

Sorted by molecular weight (descending): some entries from above.
The line under a structure holds: PLC-gamma1 inh, ASAP1 GAP inh, UHRF1 MBD2 ctr, Tn6 DDE FP, ARFGAP1 inhibitor, PLCb3 inh, KLK7 zymogen act, NR1D1 modulator, sPLA2-III inh, DDE Tn7 FP inh
COc1ccccc1N1CCN(S(=O)(=O)CCNC(=O)c2cccs2)CC1
    3, -13, 2, 11, -1, 0, -0.8, 0, 12, 6
O=C(COc1ccc(Br)cc1)NCCCNC(=O)c1cccnc1
    1, -2, 2, 1, 9, -7, 0.1, 2, 12, -3
O=C(c1ccc2c(c1)OCO2)C1CCCN(C(=O)Nc2ccc(F)cc2F)C1 (stereo unspecified)
    -4, 4, 0, 11, 0, -12, 0.1, 1, 3, 7
O=S(=O)(NCCCCCNS(=O)(=O)c1ccccc1)c1ccccc1
    -1, -14, 6, 2, -14, 0, 0.0, 0, -18, -3
CCOC(=O)C(C(=O)Nc1ccccc1)C1CCCCC1 (stereo unspecified)
    -1, -8, -2, -2, 4, 2, -0.9, -5, -5, 3
CCN1CCN(C(=O)c2cc3ccc(OC)cc3[nH]2)CC1
    1, -4, -1, 7, -4, -9, 0.0, -3, 1, -4

Screening results from PubChem BioAssay.
